High-throughput results (PubChem)
D1 antagonist = Antagonist of Human D 1 Dopamine Receptor: qHTS; activity change, negative = inhibition, % at 10 µM; AID 504652, 2011; HEK293 TREx D1 cells, calcium flux, dopamine EC80; stronger effect = lower value; actives 3.2% (n = 360,000); in the data active = activity change below about -30%; also: % is scaled to controls: 0 for no effect and ±100 for the full control effect
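Compound effects on dopamine-evoked calcium signalling were measured in tetracycline-induced HEK293 Trex D1 cells. Dopamine at EC80 followed a 180 s compound pre-read, and fluorescence was tracked kinetically for 180 s more.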
D1 ag = Allosteric Agonists of the Human D1 Dopamine Receptor: qHTS; HEK293 T-REx D1 cells, calcium flux, agonist mode; AID 504660, 2011; activation, % at 2 µM; actives 1% (n = 360,000); also: 0% is about no effect
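Tetracycline-induced HEK293 TREx D1 cells, force-coupled to calcium signalling, were dye-loaded with a no-wash calcium kit. Compound was pin-added after a 10 s baseline. Fluorescence was read kinetically at 1 cycle/s for 180 s, with calcium rises flagged as agonism.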
RXFP1 antagonist = qHTS Assay for Antagonists of the Relaxin Receptor RXFP1. Relaxin receptor 1 (Homo sapiens), Q9HBX9. HEK293-RXFP1, relaxin-stimulated cAMP HTRF, 30 min; stronger effect = lower value. activity change, negative = inhibition, % at 57.5 µM. actives 0.59% (n = 350,000). AID 1259400, 2018;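 active = activity change of -60% or lower, but not beyond a set lower limit; inconclusive = change between -60% and -40%, or beyond the set limit; inactive = change above -40%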; also: % is scaled to controls: 0 for no effect and ±100 for the full control effect
Target sequence (Q9HBX9 whole entry, looked up): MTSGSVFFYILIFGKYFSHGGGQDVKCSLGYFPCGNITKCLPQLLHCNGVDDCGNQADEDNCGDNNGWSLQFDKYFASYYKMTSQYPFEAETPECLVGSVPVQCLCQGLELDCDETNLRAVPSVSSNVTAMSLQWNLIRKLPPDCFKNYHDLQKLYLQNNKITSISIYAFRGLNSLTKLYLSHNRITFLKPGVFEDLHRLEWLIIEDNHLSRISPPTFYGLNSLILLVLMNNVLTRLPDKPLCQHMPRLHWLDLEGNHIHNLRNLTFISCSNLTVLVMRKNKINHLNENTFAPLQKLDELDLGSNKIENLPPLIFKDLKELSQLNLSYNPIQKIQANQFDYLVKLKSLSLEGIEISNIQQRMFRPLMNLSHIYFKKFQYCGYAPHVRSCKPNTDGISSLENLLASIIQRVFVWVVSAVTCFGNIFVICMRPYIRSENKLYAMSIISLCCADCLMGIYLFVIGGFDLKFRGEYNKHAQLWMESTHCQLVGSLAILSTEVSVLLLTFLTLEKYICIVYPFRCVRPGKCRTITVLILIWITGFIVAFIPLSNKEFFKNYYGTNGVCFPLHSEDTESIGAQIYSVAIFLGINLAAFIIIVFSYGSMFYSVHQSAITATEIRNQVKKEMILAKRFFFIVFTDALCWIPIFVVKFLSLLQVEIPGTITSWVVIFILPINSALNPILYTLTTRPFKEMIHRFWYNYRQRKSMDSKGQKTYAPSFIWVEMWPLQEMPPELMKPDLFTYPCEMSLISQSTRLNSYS
D2 ag = HTS Assay for Allosteric Agonists of the Human D2 Dopamine Receptor: Primary Screen for Agonists | D(2) dopamine receptor (Homo sapiens), P14416 | HEK293 T-REx D2 cells, calcium flux agonist mode | activation, % at 2 µM | actives 0.53% (n = 340,000);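 active = activation over 3 SD above normal in the single-dose calcium agonist read, cut at about 30% in these data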; also: 0% is about no effect
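Tetracycline-induced HEK293 T-REx cells with force-coupled D2 receptor, plated overnight at 30 C, loaded with no-wash calcium dye. After a 10 s baseline, compound was pin-added and calcium flux read kinetically for 180 s; calcium rises flagged agonists.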
TRHR enhancer = qHTS for Small Molecule Agonists and Allosteric Enhancers of Human TRH Receptor: Primary Screen for Enhancers | enhancement, % at 2 µM | AID 493056, 2011 | TRHR cells, fluo-8 calcium fluorescence, EC20 TRH enhancement | actives 0.66% (n = 360,000); in the data active = enhancement above about 30%; also: 0% is about no effect
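TRHR-expressing cells loaded with fluo-8 calcium dye were read kinetically (ex 480/em 530) during compound addition, then stimulated with an EC20 of TRH (10 nM final). Enhancement of the Gq-mediated intracellular calcium response was scored.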
TRHR agonist = qHTS for Small Molecule Agonists and Allosteric Enhancers of Human TRH Receptor: Primary Screen for Agonists | activation, % at 2 µM | TRHR cells, calcium flux fluo-8, FDSS agonist mode | actives 0.18% (n = 360,000) | AID 493084, 2011; also: 0% is about no effect
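Fluo-8-loaded TRHR cells; 10 s baseline, compound added, kinetic Ca2+ fluorescence read 1/s, agonist mode.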
D2 PAM = HTS Assay for Positive Allosteric Modulators of the Human D2 Dopamine Receptor: Primary Screen for Potentiators; AID 485347, 2010; HEK293 T-REx D2, calcium flux, EC20 dopamine potentiation; D(2) dopamine receptor (Homo sapiens), P14416; actives 0.34% (n = 340,000); potentiation, % at 10 µM;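 active = potentiation over 3 SD above the plate norm, cut at about 30% in these data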; also: 0% is about no effect
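Calcium flux readout, no-wash dye, 1 read/s. Inducible HEK293 Trex D2 line, overnight 30 C. Compound alone 180 s (agonist flags), then EC20 dopamine, another 180 s to score potentiation.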
D1 PAM = Potentiators of Human D1 Dopamine Receptor: qHTS; AID 504651, 2011; HEK293 TREx D1 cells, calcium flux, dopamine EC20 potentiation; D(1A) dopamine receptor (Homo sapiens), P21728; potentiation, % at 10 µM; actives 0.036% (n = 360,000); in the data active = potentiation above about 30%; also: 0% is about no effect
D2 antagonist = HTS Assay for Allosteric Antagonists of the Human D2 Dopamine Receptor: Primary Screen for Antagonists; HEK293 TREx D2 cells, calcium flux, dopamine EC80; inhibition, % at 10 µM; D(2) dopamine receptor (Homo sapiens), P14416; actives 2% (n = 340,000); in the data active = inhibition above about 30%; also: 0% is about no effect
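Compounds are added to dye-loaded, induced HEK293 T-REx cells coupled to calcium release via D2; after a 3 min kinetic read an EC80 dopamine stimulus is given and fluorescence is recorded for 3 more min.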
* hit, by the source's call. Rule as the data show it, unless noted: active = activation above about 30%; inactive = the rest. Random draw from the library; about 7.3% have a hit in one of these screens.

Screening CN(C(=O)c1ccco1)c1ccccc1C(=O)O returned D1 antagonist -4.7, D1 ag 1.1, RXFP1 antagonist -4.0, D2 ag 0.3, TRHR enhancer -6.5, TRHR agonist -0.2, D2 PAM 5.4, D1 PAM 3.5 and D2 antagonist -5.9.
For Cc1ccc(S(=O)(=O)CCc2nnc(NC(=O)C3CCCCC3)s2)cc1 the results were D1 antagonist 4.5, D1 ag 2.0, RXFP1 antagonist -7.5, TRHR enhancer 4.8, TRHR agonist 0.1 and D1 PAM -0.3.
Screening O=CN1CCN(C2CC(=O)N(c3ccc4c(c3)OCO4)C2=O)CC1 (configuration not stated) returned D1 antagonist -3.0, D1 ag 5.2, RXFP1 antagonist -2.6, D2 ag 1.1, TRHR enhancer -2.8, TRHR agonist 0.5, D2 PAM -7.5, D1 PAM -0.3 and D2 antagonist 10.8.
`C=CCN=C(NC#N)SCC(=O)NCc1ccccc1` gave D1 antagonist -22.1, D1 ag 3.1, RXFP1 antagonist -14.3, D2 ag 0.5, TRHR enhancer 0.7, TRHR agonist 1.1, D2 PAM 1.4, D1 PAM -1.5 and D2 antagonist -9.9.
N#Cc1ccc(N2CCOCC2)nc1 was read as D1 antagonist -3.8, D1 ag 1.3, RXFP1 antagonist 1.1, D2 ag 0.0, TRHR enhancer 0.2, TRHR agonist 0.6, D2 PAM -3.5, D1 PAM 5.2 and D2 antagonist 12.0.
Screening Clc1ccc(CNCc2cccs2)c(Cl)c1 returned D1 antagonist -2.1, D1 ag 0.5, RXFP1 antagonist 7.9, D2 ag -1.2, TRHR enhancer -2.2, TRHR agonist -0.1, D2 PAM -5.6, D1 PAM 3.6 and D2 antagonist -9.2.
`Cc1nnc(-c2cccc(Br)c2)c2cn(-c3ccccc3Cl)nc12` gave D1 antagonist -6.5, D1 ag 3.6, RXFP1 antagonist -63.5*, TRHR enhancer -7.2, TRHR agonist 0.6, D2 PAM -6.8 and D1 PAM 0.4.
Screening CCOC(=O)c1cc(S(=O)(=O)N2CCN(c3cc(Cl)ccc3C)CC2)[nH]n1 returned D1 antagonist -6.8, D1 ag 0.0, RXFP1 antagonist inconclusive, D2 ag -1.6, TRHR enhancer 3.7, TRHR agonist -0.4, D2 PAM 10.2 and D1 PAM -0.6.
Screening CCn1nc(C)c(/C=N\NC(=O)c2ccc3c(c2)OCO3)c1C returned D1 antagonist 8.4, D1 ag -2.1, RXFP1 antagonist 0.3, D2 ag 0.2, TRHR enhancer -6.4, TRHR agonist 0.9, D2 PAM 8.8, D1 PAM -3.6 and D2 antagonist -11.7.
`CCOC(=O)c1ccccc1NC(=O)Cc1ccccc1OC` gave D1 antagonist -0.9, D1 ag 1.2, RXFP1 antagonist 4.1, D2 ag -0.8, TRHR enhancer -4.3, TRHR agonist 0.1, D2 PAM 4.1, D1 PAM -2.2 and D2 antagonist -6.1.
`CC(=O)c1ccc(N2CCN(C(=O)c3cc(C)on3)CC2)cc1` gave D1 antagonist 2.6, D1 ag 2.8, RXFP1 antagonist -5.0, D2 ag 0.0, TRHR enhancer -1.3, TRHR agonist 0.5, D2 PAM 1.9, D1 PAM -3.5 and D2 antagonist 28.9.
Screening COc1ccc(-c2ccc(S(=O)(=O)n3nc(OC(=O)c4cccs4)cc3N)cc2)cc1 returned D1 antagonist -29.0, D1 ag 6.1, D2 ag -0.2, TRHR enhancer -7.2, TRHR agonist -1.0, D2 PAM 5.1, D1 PAM -3.7 and D2 antagonist -5.6.
Screening CCCNC(=O)C(Sc1ccccc1)c1ccccc1 (configuration not stated) returned D1 antagonist 9.0, D1 ag -1.4, RXFP1 antagonist -13.3, D2 ag 0.4, TRHR enhancer 5.1, TRHR agonist 0.0, D2 PAM 26.9, D1 PAM 2.1 and D2 antagonist -13.9.
Screening Cc1cc2cc(CNC(=O)c3ccc(S(=O)(=O)N4CCOCC4)cc3)ccc2[nH]1 returned D1 antagonist 3.8, D1 ag 0.5, RXFP1 antagonist 4.9, D2 ag -1.0, TRHR enhancer 5.8, TRHR agonist -0.8, D2 PAM 4.1, D1 PAM -0.8 and D2 antagonist 9.5.
Screening Cc1ccc(S(=O)(=O)N2CCC(C(=O)N3CCC[C@H]3C(=O)NCC(C)C)CC2)cc1 returned D1 antagonist -4.5, D1 ag -0.1, RXFP1 antagonist -7.2, D2 ag 0.2, TRHR enhancer -5.2, TRHR agonist 0.6, D2 PAM 5.3, D1 PAM -3.0 and D2 antagonist 9.1.

Continued; it opens with the 2 that closed the last part.
Screening Cc1cc2cc(CNC(=O)c3ccc(S(=O)(=O)N4CCOCC4)cc3)ccc2[nH]1 returned D1 antagonist 3.8, D1 ag 0.5, RXFP1 antagonist 4.9, D2 ag -1.0, TRHR enhancer 5.8, TRHR agonist -0.8, D2 PAM 4.1, D1 PAM -0.8 and D2 antagonist 9.5.
Screening Cc1ccc(S(=O)(=O)N2CCC(C(=O)N3CCC[C@H]3C(=O)NCC(C)C)CC2)cc1 returned D1 antagonist -4.5, D1 ag -0.1, RXFP1 antagonist -7.2, D2 ag 0.2, TRHR enhancer -5.2, TRHR agonist 0.6, D2 PAM 5.3, D1 PAM -3.0 and D2 antagonist 9.1.
Oc1ccc(N=Nc2ccccc2)o1 was read as D1 antagonist -15.0, D1 ag 3.9, RXFP1 antagonist 3.9, D2 ag -0.5, TRHR enhancer -3.6, TRHR agonist 0.3, D2 PAM -4.9, D1 PAM -0.2 and D2 antagonist 8.2.
Screening Cc1ccc2c(c1)c(N=Nc1ccc([N+](=O)[O-])cc1)c(O)n2C returned D1 antagonist 0.2, D1 ag 2.7, RXFP1 antagonist -7.9, D2 ag -0.6, TRHR enhancer 0.5, TRHR agonist -0.5, D2 PAM 18.9, D1 PAM 1.4 and D2 antagonist -7.1.
Screening O=C(CCC1N=C2c3ccccc3N=C(SCC(=O)Nc3ccccc3F)N2C1=O)NCc1ccco1 (configuration not stated) returned D1 antagonist 0.8, D1 ag 1.4, RXFP1 antagonist -14.4, TRHR enhancer -1.8, TRHR agonist -0.1, D2 PAM -1.4 and D1 PAM -1.1.
For CN(C)c1ccc(/C=N/NC(=O)CNC(=O)c2ccc3c(c2)OCCO3)cc1 the results were D1 antagonist 7.8, D1 ag -0.4, RXFP1 antagonist -1.6, D2 ag -0.1, TRHR enhancer 3.4, TRHR agonist 3.2, D2 PAM -1.0, D1 PAM -3.8 and D2 antagonist 10.4.
Screening CC(C)CNC(=O)c1ccccc1N(Cc1ccccc1)S(C)(=O)=O returned D1 antagonist -6.3, D1 ag 6.4, RXFP1 antagonist -2.7, D2 ag -0.2, TRHR enhancer 0.3, TRHR agonist 0.0, D2 PAM 4.2, D1 PAM 1.6 and D2 antagonist 5.2.
Screening COc1cc(OC)c(NC(=O)c2c(-c3ccccc3)noc2C)cc1Cl returned D1 antagonist -9.0, D1 ag 1.1, RXFP1 antagonist 11.7, D2 ag 0.1, TRHR enhancer 3.9, TRHR agonist 0.0, D2 PAM -1.3, D1 PAM -4.0 and D2 antagonist 8.2.
`Cc1cc(C)cc(OCCN2CCOCC2)c1` gave D1 antagonist 4.9, D1 ag 0.9, RXFP1 antagonist -0.2, D2 ag 0.0, TRHR enhancer 4.5, TRHR agonist 0.0, D2 PAM -2.6, D1 PAM -5.8 and D2 antagonist -0.1.
`Cn1c(=NC(=O)CCl)sc2ccccc21` gave D1 antagonist -17.1, D1 ag -0.6, RXFP1 antagonist -0.1, D2 ag -0.2, TRHR enhancer 1.9, TRHR agonist -0.6, D2 PAM -3.9, D1 PAM -10.2 and D2 antagonist -9.9.
`O=C1CN(C(=O)CSc2nnnn2-c2ccc(Cl)cc2)c2ccccc2N1` gave D1 antagonist -3.1, D1 ag 0.9, RXFP1 antagonist 2.5, D2 ag 0.5, TRHR enhancer 4.4, TRHR agonist -0.6, D2 PAM -2.7, D1 PAM -5.3 and D2 antagonist 20.2.
For O=C(CCN1C(=O)c2cccc3cccc(c23)C1=O)Nc1ccccc1 the results were D1 antagonist -6.5, D1 ag 1.8, D2 ag 0.0, TRHR enhancer -3.3, TRHR agonist 0.3, D2 PAM 10.8, D1 PAM -2.4 and D2 antagonist -10.3.
Cn1nnnc1SCC(=O)Nc1nc(-c2ccccc2)c(-c2ccccc2)o1 was read as D1 antagonist 12.7, D1 ag 2.1, RXFP1 antagonist inconclusive, D2 ag -0.1, TRHR enhancer -1.1, TRHR agonist -0.1, D2 PAM -5.9, D1 PAM -2.0 and D2 antagonist 4.2.
`Cc1cc(C(=O)COC(=O)Cc2n[nH]c(=O)c3ccccc23)c(C)n1-c1ccc2c(c1)OCCO2` gave D1 antagonist -2.9, D1 ag 3.8, RXFP1 antagonist 1.4, TRHR enhancer -14.4, TRHR agonist -0.7 and D1 PAM -4.8.
For COc1ccc(/C=N/NS(=O)(=O)c2ccccc2)cc1OC(=O)c1ccc(C)cc1 the results were D1 antagonist -7.6, D1 ag 0.8, D2 ag 1.1, TRHR enhancer 1.0, TRHR agonist -0.1, D2 PAM 14.3, D1 PAM -2.8 and D2 antagonist -8.4.
Cc1ccc2c(c1)N(CC(=O)NCCCc1ccccc1)C(=O)c1cccnc1O2 was read as D1 antagonist -0.4, D1 ag 0.8, RXFP1 antagonist -29.0, D2 ag 0.4, TRHR enhancer 3.2, TRHR agonist -0.8, D2 PAM -11.9, D1 PAM -6.8 and D2 antagonist -23.3.
Screening COc1cccc(OC)c1C(=O)Nc1sc2c(c1C(N)=O)CCN(Cc1ccccc1)C2 returned D1 antagonist 8.0, D1 ag 19.5, RXFP1 antagonist -8.0, D2 ag 10.1, TRHR enhancer 2.3, TRHR agonist 11.1, D2 PAM 0.0, D1 PAM -4.4 and D2 antagonist 10.2.
O=C(O/N=C1\CCS(=O)(=O)c2sccc21)c1ccccc1 was read as D1 antagonist -18.9, D1 ag 1.1, RXFP1 antagonist -4.3, D2 ag -0.5, TRHR enhancer -3.9, TRHR agonist -0.3, D2 PAM 7.4, D1 PAM 5.0 and D2 antagonist 8.5.
Screening CCc1nnc(NC(=O)CN2C(=O)CCC2=O)s1 returned D1 antagonist 3.7, D1 ag 6.1, RXFP1 antagonist 12.7, D2 ag 0.5, TRHR enhancer 3.2, TRHR agonist 0.2, D2 PAM -3.8, D1 PAM -3.1 and D2 antagonist 7.2.
Screening CCc1nnc(NC(=O)c2ccc(Br)o2)s1 returned D1 antagonist -1.9, D1 ag 0.9, RXFP1 antagonist 24.7, D2 ag 0.5, TRHR enhancer -7.8, TRHR agonist 0.0, D2 PAM 0.3, D1 PAM -3.1 and D2 antagonist 6.5.
For COC(=O)c1sccc1S(=O)(=O)N1CCN(c2cc(Cl)ccc2C)CC1 the results were D1 antagonist 1.5, D1 ag 5.3, D2 ag -0.8, TRHR enhancer 3.8, TRHR agonist 0.2, D2 PAM 0.7 and D1 PAM 0.8.
